Cav3 T inh: human Cav3.2 channel inhibition, primary screen | B-score at 10 µM | Cav3.2-expressing cells, Fluo-4 calcium fluorescence FDSS; hits give low values | hit rate 4% among 100,000 | O95180;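 active means single-dose well whose peak fluorescence ratio is a statistical outlier from its plate by either plate-standardised score or position-corrected B-score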
* = called active by the depositor. An excerpt; rates above refer to the full screens.

SMILES	Cav3 T inh
Cc1ccc(CC(=O)Nc2nncs2)cc1	0.81
O=C(CSCc1cnn(-c2ccccc2)c1-n1cccc1)NCC1CCCO1 (stereo not given)	1.2
COc1cc(OC)cc(C(=O)NNc2nc3cc4c(cc3s2)OCO4)c1	-0.37
Cc1nc(CNS(=O)(=O)c2cc(F)ccc2F)cs1	-0.31
Cc1nc2[nH]c(=O)c3c(n2n1)NC1=C(C(=O)CC(C)(C)C1)C3c1ccccc1 (stereo not given)	-0.34
O=C(N/N=C/c1c(Cl)cccc1Cl)c1ccc(F)cc1	0.17
C=CCNC(=O)C(C(=O)OCC)C1CCCCC1 (stereo not given)	1.1
COC(=O)NCC(c1cccnc1)N1CCN(c2ccccc2F)CC1 (stereo not given)	0.049
O=C(CN1CCCCCC1)N1c2ccccc2Sc2ccc(C(F)(F)F)cc21	-4.5*
COC(=O)c1cccc(NC(=O)c2ccco2)c1	-1.3
CCCc1cc(=O)oc2c(CN3CCOCC3)c(O)ccc12	-0.48
COc1ccc(CC(=O)N2CC(=O)N(CCc3ccccc3)C(=O)C2)cc1	0.32
c1ccc(-c2nc(NCc3cccnc3)c3ccccc3n2)cc1	-1.1
O=C(Nc1ccccc1Sc1ccccc1)c1ccccc1F	-1.6
CCOc1cc(C2NC(=O)N(C)C(C)=C2C(=O)OC)cc(Br)c1O (stereo not given)	-0.18
O=P(O)(c1ccccc1)c1ccccc1O	-0.24
COC(=O)Cn1cc(C(=O)OC)cc(Br)c1=O	0.42
CCn1cc(C(=O)NCc2ccc3c(c2)OCO3)c(=O)c2cc(S(=O)(=O)N3CCOCC3)ccc21	0.95
Cc1ccc(C(=O)N[C@@H](C)CN2C3=NC[C@H](C)N3C[C@H]2Cc2ccc(O)cc2)cc1Br	-0.56
Cc1cc(C)cc(NS(=O)(=O)c2ccc3[nH]c(=O)[nH]c3c2)c1	-1.3
CS(=O)(=O)N1CCN(c2ccc(NC(=O)C(c3ccccc3)c3ccccc3)cc2)CC1	-0.72
CC(C)CNC(=O)c1cc(-c2ccco2)on1	0.023
COc1ccc(CNC(=O)c2ccc(N3CCC4(CC3)CC(c3ccc(Cl)cc3)=NO4)c([N+](=O)[O-])c2)cc1	-0.58
C=CCn1c(SCC(=O)N2CCN(C(=O)c3ccco3)CC2)nc2sc(CC)cc2c1=O	2.3
Nc1nc(CN2CCN(Cc3ccc4c(c3)OCO4)CC2)nc(Nc2ccccc2)n1	-1.4
N#CN=C1CCCCCN1CC(N)=O	0.63
CCOC(=O)C1=C(C)Nc2ccc(C)cc2S1	0.16
Cc1cc(NC(=O)CCCSc2nc(-c3ccco3)cc(C(F)(F)F)n2)n(-c2ccccc2)n1	-4.3*
O=C(Nc1ccccc1-c1nnc(SCc2ccccc2Cl)o1)c1ccccc1	-3.7
O=S(=O)(NCCC1=CCCCC1)c1cccc(S(=O)(=O)N2CCOCC2)c1	-3
Cc1oc2c(c1C(=O)c1ccccc1)C(=O)C(=O)c1ccccc1-2	-5.1
CCCc1ccc(Oc2c(-c3ccc(O)c(C)c3O)n[nH]c2C)cc1	-1.7
O=C(NCc1ccncc1)C1CCCCC1	-0.33
CCCn1c(Nc2ccccc2C)nc2ccccc21	-0.088
COc1ccc(CC(=O)OCc2nnc(C3COc4ccccc4O3)o2)cc1OC (stereo not given)	-1.2
CC1=C(C(=O)OC(C)C)C(c2cccnc2)C2=C(CCCC2=O)N1 (stereo not given)	0.15
Cc1c(Cl)cccc1NC(=O)Nc1ccn(C)n1	0.67
Cc1ccc(S(=O)(=O)N2CCN(S(=O)(=O)c3ccc(C)cc3)C2c2ccccc2)cc1	-4.2
CSc1ccccc1C(=O)NCCSC(C)(C)C	0.16
COc1ccc(CCNC(=O)Cc2cc(OC)c(OC)cc2[N+](=O)[O-])cc1OC	0.028
N=c1n(Cc2ccc(Cl)cc2)c2ccccc2n1CC(O)c1ccco1 (stereo not given)	-3.5*
Cc1cccc(N(C(=O)CNC(=O)c2ccco2)C(C(=O)NC2CCCC2)c2ccncc2)c1 (stereo not given)	0.11
O=C(Nc1ccc(O)cc1C(=O)O)c1ccc2c(c1)C(=O)N(Cc1ccco1)C2=O	0.45
COc1ccccc1C(=O)N1CCNC(=O)C1CC(=O)Nc1ccc(Cl)cc1 (stereo not given)	-0.5
O=C(Nc1cccc2ncccc12)c1ccc2c(c1)OCCO2	0.33
CCCNC(=O)Nc1cc(OCC)c(N2CCOCC2)cc1OCC	-0.33
CC1(C)CC(=O)c2sc(N)nc2C1	-0.17
CC(NC1CCCC1)C(=O)Nc1ccccc1-c1ccccc1 (stereo not given)	0.076
Cc1c(N(C)C(=O)C2CCCN2S(=O)(=O)c2ccccc2)c(=O)n(-c2ccccc2)n1C (stereo not given)	0.94
Cc1ccc(Nc2nc3ccccc3[nH]2)nc1	-1.1
CCc1nc(NCCN)c(C#N)c2c1CSC(C)(C)C2	-0.073
COC(=O)c1ccccc1NC(=O)CN(C)S(=O)(=O)c1cc(C)ccc1OC	-1.4
Cc1noc(C)c1C(=O)N1CCOCC1	-0.41
CCOc1ccc(-n2c(SCC)nc3c(c2=O)SCC3)cc1	0.39
COc1ccc(CCNC(=O)CS(=O)Cc2nc(-c3cccs3)oc2C)cc1OC (stereo not given)	0.78
CC1(C)NC(=O)N(CCOCCSc2ccccc2)C1=O	0.057
COc1ccc(C2N=C(c3ccccc3)NC(c3ccccc3)=N2)cc1	-1.3
CC(=O)N1c2ccccc2N(Cc2ccc(C)cc2C)C(=O)C1(C)C	-8.3*
Cc1cc(=O)[nH]c(SCC(N)=O)c1C#N	0.035
O=C(O)CSc1nnc(-c2cc3ccccc3o2)n1-c1ccccc1	0.2
New compounds follow.
SMILES	Cav3 T inh
CCOC(=O)Cc1ccc(NS(=O)(=O)c2ccc(SC)cc2)cc1	-6.2*
COc1ccc(CN(C(=O)CN2C(=O)C(C)Oc3ccccc32)C2CCCC2)c(OC)c1 (stereo not given)	-4.4*
O=C(O)CCn1c(=O)[nH]c2ccccc2c1=O	0.19
Nc1nc(N2CCN(C(=O)c3ccco3)CC2)nc2ccccc12	0.37
O=C(COc1ccccc1)N1CCc2ccccc2C1	0.43
CCCCN(C)CCCNC(=O)CC1Oc2ccccc2NC1=O (stereo not given)	0.47
Cc1cc(Cl)c(S(=O)(=O)NCc2cccnc2)cc1OCC(N)=O	0.044
CS(=O)(=O)N(CC(=O)NCC1CCCO1)Cc1ccc(Cl)cc1 (stereo not given)	0.93
COc1ccc2nc(SCC(=O)/C(C#N)=C(\C)N)[nH]c2c1	0.3
CCN(CC)CCCNC(=O)Cn1nc(-c2ccccc2)ccc1=O	0.039
O=C(CCCOc1ccccc1)Nc1nncs1	-0.32
Cc1c(N(C)C(=O)c2ccccc2F)c(=O)n(-c2ccccc2)n1C	0.25
COc1cc(C=O)ccc1OCC(=O)N1CCOCC1	0.61
COc1ccc(-c2[nH]ncc2/C=N\NS(=O)(=O)c2ccc(Cl)cc2)cc1	-2
CCn1c(CNC(=O)c2cccs2)nnc1SCC(=O)Nc1cc(Cl)ccc1C	-2.4
CCOC(=O)C1CCN(S(=O)(=O)c2nc3nc(C)cc(C)n3n2)CC1	0.93
Brc1ccc(/C=N/Nc2ccc3ccccc3n2)cc1	0.12
CCCn1c(C(Cc2ccccc2)NC(=O)COC)nc2ccccc21 (stereo not given)	0.23
CC1=C(C(=O)OC(C)C)C(c2coc3ccccc3c2=O)C2=C(CCCC2=O)N1 (stereo not given)	0.31
O=C(N/N=C/c1cccs1)c1cccc2cc[nH]c12	0.17
COCCNC(=O)C(c1cccs1)N(C(=O)Cn1nnc2ccccc21)c1cccc(C)c1 (stereo not given)	1.7
CCOc1cc(/C=N/N=C(/N)c2nonc2N)cc(Br)c1OCc1ccc(Cl)cc1	-0.12
CC(NC(=O)CSc1n[nH]c(=O)n1C1CC1)C12CC3CC(CC(C3)C1)C2 (stereo not given)	0.039
CC(c1ccccc1)N1C(=O)c2ccccc2C1O (stereo not given)	0.24
CCCCN1C(=O)C(O)(CC(=O)c2ccco2)c2cc(Br)ccc21 (stereo not given)	-0.26
CCOC(=O)c1ccccc1NC(=O)COC(=O)C1=COCCO1	0.42
Cn1cccc1/C=C1/SC(=S)N(CC(=O)O)C1=O	-1.1
C/C(CC(=O)NCc1ccco1)=N\NC(=O)Cc1ccc(Cl)cc1	-0.77
CCOC(=O)C1CCCn2c1nc1sc3c(c1c2=O)CCCC3 (stereo not given)	0.34
CCn1cc(C(=O)NCC2CCCO2)c(=O)c2cc(S(=O)(=O)N(C)C3CCCCC3)ccc21 (stereo not given)	-0.87
Cc1nn(-c2ccc(F)cc2)c(Cl)c1/C=C(\CCC(=O)O)c1nc2ccccc2s1	-2.1
COc1ccccc1-n1cnnc1SCC(=O)c1ccc[nH]1	0.1
CCCCCCCCCCn1c2c(c(=N)c3c1CCC3)CCC2	-7*
N#CC(C(=O)C12CC3CC(CC(C3)C1)C2)c1nc2ccccc2[nH]1 (stereo not given)	0.18
Cc1ccc(C(=O)COC(=O)CNC(=O)c2cccs2)cc1	0.023
O=S(=O)(Nc1ccncc1)c1ccc(Cl)cc1	0.063
COc1ccc(S(=O)(=O)N2CCCN(CCC(=O)Nc3cccc(C(F)(F)F)c3)CC2)cc1	-4.6*
COc1cc2[nH]c(=O)n(Cc3ccccc3Cl)c(=O)c2cc1OC	2.1
CN1C(=S)SC(C)(NO)C1(C)C (stereo not given)	-0.049
CCc1nc(SCC(=O)N2CCC(C)CC2)c2c(=O)n(C)c(=O)n(C)c2n1	0.95
Nc1cc(-c2ccc(Cl)cc2)nn1S(=O)(=O)c1cccc2nsnc12	-6.4*
CN(C)c1ccc(N2[C@@H](CC(=O)O)c3cc(C(F)(F)F)ccc3S2(=O)=O)cc1	1
Cc1cc(C)cc(NC(=O)CCC(=O)Nc2cc(C)on2)c1	-0.026
CCOC(=O)C(O)(CC(=O)Nc1cc(F)ccc1C)C(F)(F)F (stereo not given)	1.1
CCOc1ccc(/C(O)=C2\C(=O)C(=O)N(CCN(C)C)C2c2cccc(OC)c2OC)cc1Cl (stereo not given)	0.38
O=C(Nc1ccc(Cl)cc1)c1cc2nc(C3CC3)cc(C(F)(F)F)n2n1	-0.031
CCO[C@@H]1OC(C(=O)NCc2nc3ccccc3[nH]2)=C[C@H](c2ccc(C(F)(F)F)cc2)[C@H]1CCCO	-1.9
O=C(Cn1cnc2c(cnn2-c2ccc(F)cc2)c1=O)N1CCN(c2ccccc2)CC1	-0.064
C[C@H]1COc2c(C3(N)CC3)c(F)cc3c(=O)c(C(=O)O)cn1c23	0.55
CSCCC(C(=O)N1CC2(C)CC1CC(C)(C)C2)N1C(=O)c2ccccc2C1=O (stereo not given)	-0.94
CCOC(=O)CSC1=C(C#N)C(c2ccc(C)o2)CC(=O)N1 (stereo not given)	1.2
CC(C)Sc1nc2c(c(=O)[nH]c(=O)n2C)n1C	0.032
C=CCN(C(=O)CNC(=O)c1ccco1)C(C(=O)NC1CCCCC1)c1ccc(F)cc1 (stereo not given)	0.56
CCn1ccnc1C(O)c1cccc(OC)c1OC (stereo not given)	1.1
CCC1Oc2ccc(C)cc2N(CC(=O)N(Cc2cccnc2)Cc2cccc(F)c2)C1=O (stereo not given)	-1.4
N/C(=N\OS(=O)(=O)c1ccc(Cl)cc1)c1ccncc1	0.26
COCCCNC(=O)c1ccc2c(c1)ncn2-c1ccccc1OC	-0.052
COc1ccc(-n2nnnc2/C=C\Nc2ccccc2C(=O)c2ccccc2)cc1	-2.8
Cn1c(=O)c2c(ncn2CC(=O)N2CCN(c3ccccc3)CC2)n(C)c1=O	0.54
COc1ccc(NC(=O)C(Cc2ccccc2)NC(=O)c2ccco2)cc1OC (stereo not given)	0.84
Remaining list, next part:
SMILES	Cav3 T inh
Cn1c(=O)n(CC(=O)Nc2ccccc2)c2ccccc21	0.24
CC(CN1CCOCC1)OC(=O)C(C)(c1ccccc1)c1ccccc1 (stereo not given)	-1.4
Cc1onc(-c2ccccc2)c1C(=O)Nc1nnc(N2CCCCCC2)s1	-1.2
CC1C/C(=C/c2cccn2C)C(=O)/C(=C/c2cccn2C)C1 (stereo not given)	-14*
CC(=O)N1CCc2cc(S(=O)(=O)NCCC(=O)NCCc3ccc(C)cc3)ccc21	1.1
Nc1ccc(Sc2ccccc2CC(=O)O)cc1	0.82
Cc1nn(C)c(=O)n1-c1ccc(OCc2ccccc2)cc1	0.75
COCCSc1ccccc1C(=O)N1CCOCC1	1.4

By substructure, the entries above containing fluorine
SMILES	Cav3 T inh
Cc1nc(CNS(=O)(=O)c2cc(F)ccc2F)cs1	-0.31
O=C(N/N=C/c1c(Cl)cccc1Cl)c1ccc(F)cc1	0.17
COC(=O)NCC(c1cccnc1)N1CCN(c2ccccc2F)CC1 (stereo not given)	0.049
O=C(CN1CCCCCC1)N1c2ccccc2Sc2ccc(C(F)(F)F)cc21	-4.5*
O=C(Nc1ccccc1Sc1ccccc1)c1ccccc1F	-1.6
Cc1cc(NC(=O)CCCSc2nc(-c3ccco3)cc(C(F)(F)F)n2)n(-c2ccccc2)n1	-4.3*
Cc1c(N(C)C(=O)c2ccccc2F)c(=O)n(-c2ccccc2)n1C	0.25
Cc1nn(-c2ccc(F)cc2)c(Cl)c1/C=C(\CCC(=O)O)c1nc2ccccc2s1	-2.1
COc1ccc(S(=O)(=O)N2CCCN(CCC(=O)Nc3cccc(C(F)(F)F)c3)CC2)cc1	-4.6*
CN(C)c1ccc(N2[C@@H](CC(=O)O)c3cc(C(F)(F)F)ccc3S2(=O)=O)cc1	1
CCOC(=O)C(O)(CC(=O)Nc1cc(F)ccc1C)C(F)(F)F (stereo not given)	1.1
O=C(Nc1ccc(Cl)cc1)c1cc2nc(C3CC3)cc(C(F)(F)F)n2n1	-0.031
CCO[C@@H]1OC(C(=O)NCc2nc3ccccc3[nH]2)=C[C@H](c2ccc(C(F)(F)F)cc2)[C@H]1CCCO	-1.9
O=C(Cn1cnc2c(cnn2-c2ccc(F)cc2)c1=O)N1CCN(c2ccccc2)CC1	-0.064
C[C@H]1COc2c(C3(N)CC3)c(F)cc3c(=O)c(C(=O)O)cn1c23	0.55
C=CCN(C(=O)CNC(=O)c1ccco1)C(C(=O)NC1CCCCC1)c1ccc(F)cc1 (stereo not given)	0.56
CCC1Oc2ccc(C)cc2N(CC(=O)N(Cc2cccnc2)Cc2cccc(F)c2)C1=O (stereo not given)	-1.4

2 compounds drawn at random from the list so far, as already listed:
SMILES	Cav3 T inh
Brc1ccc(/C=N/Nc2ccc3ccccc3n2)cc1	0.12
Cc1c(N(C)C(=O)c2ccccc2F)c(=O)n(-c2ccccc2)n1C	0.25

Screens as filed in PubChem.
